Mdm2 ligase inh = blocks human Mdm2 ubiquitin ligase activity; Q00987; cell-based MDM2 ubiquitination luciferase reporter, 2 h; 0 = plate control, 100 = twice control, blank-subtracted; signal enhancement, % at 5 µM; 0.11% of 210,000 active; AID 1230;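 active = signal enhancement of 30% or more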;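 note: luminescence tracks abundance of the self-degrading MDM2-luciferase fusion protein; higher signal means inhibition of MDM2 E3 ligase activity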
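Buffer or medium: Cells held in DMEM | Assay system: Stable mammalian line carrying autodegrading MDM2–luciferase fusion reporter | Quantity: 2000 cells/well | Times: 4 h settle plus 2 h compound, 37 °C | Doses: One concentration, 5 µM, with 0.2% DMSO | Technique: Luminescence with SteadyLite reagent, 15 min at room temperature | Benchmarks: Plate controls and plate blanks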
Rad51 HR inh = Rad51 (human) homologous recombination inhibition; hRad51 DNA strand exchange, fluorescence dequenching; inhibition, % at 10 µM; 0.085% of 200,000 active;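 active = inhibition above 40% at the single screening dose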;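 note: 0% = DMSO control wells and 100% = blanks with heterologous ssDNA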
Target sequence (Q06609 whole entry, looked up): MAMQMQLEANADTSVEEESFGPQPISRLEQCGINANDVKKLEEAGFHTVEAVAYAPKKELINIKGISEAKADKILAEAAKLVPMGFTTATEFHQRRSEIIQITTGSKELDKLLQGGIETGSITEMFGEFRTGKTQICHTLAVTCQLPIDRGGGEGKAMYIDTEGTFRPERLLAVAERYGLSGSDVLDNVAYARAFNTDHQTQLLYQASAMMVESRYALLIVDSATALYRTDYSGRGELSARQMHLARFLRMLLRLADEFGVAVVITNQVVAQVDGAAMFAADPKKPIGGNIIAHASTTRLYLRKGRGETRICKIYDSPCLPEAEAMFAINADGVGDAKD
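material = hRad51 filaments on single-stranded DNA | timing = filaments 15 min 37 °C, then compound 30 min | signal = FRET fluorescence dequenching, excitation 485 nm, emission 520 nm | benchmarks = control wells and blank wells on each plate | evaluation = percent inhibition relative to plate controls and blanks | compound = 10 µM final, single point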
p97 ATPase inh = human p97 ATPase inhibition. P55072. recombinant p97 ATPase, Kinase-Glo ATP luminescence, 3 h. inhibition, % at 8 µM. 0.42% of 220,000 active. AID 1481; in the data active = inhibition above about 15%;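 note: 0% = DMSO vehicle and 100% = wells lacking enzyme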
Wee1 degr inh = blocks degradation of human Wee1 kinase; AID 1321; HeLa Luc-Wee1K328M stability, luciferase luminescence; 100% = proteasome inhibitor MG132 effect; 1.2% of 220,000 active; P30291; reporter increase, % at 5 µM;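 active = activation above the mean of all tested compounds plus 3 SD, set per screening run, cut at about 8.8% in these data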;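 note: cells exposed to compound for 20 h before luminescence read; 0% = DMSO alone and 100% = MG132 at 30 µM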
Target sequence (P30291 whole entry K328M): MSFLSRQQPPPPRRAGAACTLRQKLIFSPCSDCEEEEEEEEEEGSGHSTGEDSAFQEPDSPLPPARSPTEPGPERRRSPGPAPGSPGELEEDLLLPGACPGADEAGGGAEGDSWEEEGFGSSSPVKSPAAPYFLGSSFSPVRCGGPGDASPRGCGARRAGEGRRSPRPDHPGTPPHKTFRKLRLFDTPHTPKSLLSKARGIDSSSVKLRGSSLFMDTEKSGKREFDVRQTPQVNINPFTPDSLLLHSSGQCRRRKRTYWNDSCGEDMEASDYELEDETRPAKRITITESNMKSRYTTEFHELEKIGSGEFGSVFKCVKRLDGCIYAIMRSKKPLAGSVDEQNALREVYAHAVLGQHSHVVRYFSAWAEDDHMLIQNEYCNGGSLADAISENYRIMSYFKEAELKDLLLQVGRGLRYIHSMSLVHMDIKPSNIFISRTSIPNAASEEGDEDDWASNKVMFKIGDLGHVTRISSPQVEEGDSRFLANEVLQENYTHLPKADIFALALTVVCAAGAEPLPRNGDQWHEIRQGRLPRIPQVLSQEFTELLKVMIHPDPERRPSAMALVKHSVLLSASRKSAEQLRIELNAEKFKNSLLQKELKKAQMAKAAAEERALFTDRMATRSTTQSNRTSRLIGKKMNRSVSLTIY
FXIa inh = blocks human coagulation factor XIa protease activity; P03951; purified FXIa, Boc-Glu-Ala-Arg-AMC fluorogenic substrate; inhibition, % at 5 µM; 0.14% of 220,000 active;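 active = inhibition of at least 40%; inactive = inhibition below 40%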;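 note: fluorescence of freed AMC excited at 355 nm; 0% = enzyme without compound and 100% = no enzyme blank; many of its hits are not listed in these tables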
14-3-3 Bad PPI = disrupts binding of bovine 14-3-3 zeta to phospho-Bad peptide; 0.71% of 220,000 active; AID 781; TR-FRET 14-3-3zeta/Dy647-pBad peptide displacement, 1 h; inhibition, % at 21.7 µM;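 active = inhibition above about 70%, limit read from the data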;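 note: 0% = full 14-3-3 plus peptide FRET controls and 100% = background without 14-3-3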
hK5 inh = blocks human kallikrein 5 protease activity | Q9Y337 | recombinant hK5, fluorogenic AMC substrate cleavage | inhibition, % at 5 µM | 0.59% of 210,000 active;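 active = inhibition of 40% or more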;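 note: 0% = enzyme controls without compound and 100% = no-enzyme blanks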
eIF4E 4G PPI = blocks eIF4E binding to eIF4G; 0.37% of 220,000 active; AID 782; TR-FRET eIF4E-eIF4GI(517-606) binding, 2 h; P63073+Q04637; inhibition, % at 21.7 µM;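 active = inhibition above about 30%, limit read from the data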;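 note: 0% = full FRET control wells and 100% = background wells lacking eIF4GI fragment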
FXIIa inh = factor XIIa (human) inhibition | inhibition, % at 5 µM | 0.3% of 220,000 active | AID 800 | purified FXIIa, Boc-QGR-AMC fluorogenic substrate, 2 h; in the data active = inhibition above about 40%;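 note: 0% = enzyme with no compound and 100% = blank without enzyme; many of its hits are not listed in these tables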
Starred values were filed as active, the others as inactive; . = no result given; [ ] = remark or other dose.

SMILES	Mdm2 ligase inh	Rad51 HR inh	p97 ATPase inh	Wee1 degr inh	FXIa inh	14-3-3 Bad PPI	hK5 inh	eIF4E 4G PPI	FXIIa inh
CCOC(=O)C1=C(C)NC2=C(C(=O)c3ccccc32)C1c1cccnc1 (stereo not drawn)	-17	3	4	-4	-5	3	1	1	-11
Cc1cccc(C)c1NC(=O)CSc1nnc(-c2ccoc2C)n1CCc1ccccc1	-16	.	-5	3	-1	-2	-12	-23	9
CCCNC(=O)C(Sc1ccccc1)c1ccccc1 (stereo not drawn)	3	3	4	1	5	-3	-7	-4	3
O=C(NCC(=O)N(Cc1ccc(F)cc1)C(C(=O)NC1CCCC1)c1ccco1)c1ccco1 (stereo not drawn)	-9	0	-10	-2	-1	-12	-15	-2	19
CN(Cc1cccs1)C(=O)CSc1nnnn1C	-2	-12	3	-3	-6	-2[fluorescence artefact?]	-1	-4	14
CCCOc1ccc(/C=N/NC(=O)CSCc2ccc([N+](=O)[O-])cc2)cc1OCC	-11	-5	-1	5	3	6	1	2	1
Cc1ccc2cc(CN(Cc3ccc4c(c3)OCO4)Cc3nnnn3Cc3ccco3)c(=O)[nH]c2c1C	-10	-14	-5	-2	-1	10	15	-1	10
O=C(c1cccc([N+](=O)[O-])c1)n1nc(-c2ccccc2)nc1NCc1ccccc1	-17	0	0	0	10	-2[fluorescence artefact?]	-8	2	6
C#CCNc1c2c(nc3nnnn13)CCCC2	-8	5	5	1	3	-5	-2	-3	2
COc1ccc(-c2cc(C(=O)Nc3ccccc3O)c3ccccc3n2)cc1OC	-6	3	8	3	1	0	4	-4	10
Cc1nc(SCC(=O)O)c(C#N)c2c1CCCC2	-15	-6	5	1	-2	39	-5	21	17
O=C(COc1cccnc1[N+](=O)[O-])N1N=C(c2ccc(Cl)cc2)CC1c1ccco1 (stereo not drawn)	6	9	3	0	7	13	-17	0	0
O=[N+]([O-])c1ccc2c(c1)C=C1CCCCC1(N1CCCCC1)O2 (stereo not drawn)	-1	.	-6	-1	-3	3[fluorescence artefact?]	-12	5	0
CCOC(=O)C1CCN(C(=O)COc2cc(C)c(Br)c(C)c2)CC1	-12	-3	-4	-1	7	15	-11	15	6
O=C(C1CCN(S(=O)(=O)c2cccs2)CC1)N1CCN(Cc2ccccc2)CC1	-2	-6	-1	-2	-1	-4	0	4	4
CCOc1cnn(-c2cc(Oc3ccc(C)cc3)ncn2)c(=O)c1Cl	-10	-3	-1	0	-17	-4	-18	0	0
Cc1cc(N2CCCN(C)CC2)nc2cc(Cl)ccc12	-16	1	5	-3	6	5	-1	5	13
C(#CC12CC3CC(CC(C3)C1)C2)CN1CCOCC1	4	1	3	2	-2	-16	0	-2	9
Cc1ccn(CCSCC(=O)O)n1	-20	4	-5	-3	4	-3	2	-1	12
O=S(=O)(c1c(F)cccc1F)N1CCN(C(=S)NCc2ccc3c(c2)OCO3)CC1	-10	-17	10	-3	-1	-8	2	-5	5
Cc1oc(-c2ccccc2Cl)nc1CSCC(=O)NC1CCCC1	-10	-3	2	3	7	0	6	4	7
COc1cccc(Nc2nnc(SCc3cc([N+](=O)[O-])cc4c3OCOC4)s2)c1	22	0	-2	4	13	4[fluorescence artefact?]	9	0	13
CCOc1ccccc1NC(=S)NCCCn1ccnc1	-17	9	-2	-2	-6	-10	-7	1	3
Nc1nc(Nc2ccccc2F)nc(N2CCOCC2)c1[N+](=O)[O-]	-91	9	4	8.9*	2	6	1	1	11
O=C(Nn1cnnc1)c1ccc([N+](=O)[O-])cc1	5	-10	4	1	-2	-5	3	1	9
O=C(CN1CCN(C(c2ccccc2)c2ccccc2)CC1)NCc1ccccc1	-57	.	-5	-2	4	-6	3	-1	18
O=C(CSc1nnc(-c2ccco2)o1)N1CCOCC1	-5	-4	3	3	5	-10	-9	-8	19
O=C1CCCc2c1[nH]c1ccc(Cl)cc21	.	.	-3	1	8	4	-11	4[fluorescence artefact?]	17
Cc1cc(N2C(=O)C(=O)/C(=C(/O)c3ccccc3)C2c2cccs2)no1 (stereo not drawn)	-8	-3	0	-2	-8	25	-24	-3	23
Cc1ccc2c(c1)-c1c(cnn1CC(=O)N1CCCN(Cc3ccccc3F)C1)CO2	-10	8	-7	0	5	14	-3	0	14

The list goes on, overlapping the part above by 2 compounds.
SMILES	Mdm2 ligase inh	Rad51 HR inh	p97 ATPase inh	Wee1 degr inh	FXIa inh	14-3-3 Bad PPI	hK5 inh	eIF4E 4G PPI	FXIIa inh
Cc1cc(N2C(=O)C(=O)/C(=C(/O)c3ccccc3)C2c2cccs2)no1 (stereo not drawn)	-8	-3	0	-2	-8	25	-24	-3	23
Cc1ccc2c(c1)-c1c(cnn1CC(=O)N1CCCN(Cc3ccccc3F)C1)CO2	-10	8	-7	0	5	14	-3	0	14
CCCCN1C(=O)/C(=C/C=C2\SCCN2C)SC1=S	-5	.	1	3	6	-12	1	4	8
CN(Cc1ccccc1)c1c([N+](=O)[O-])c(=O)n(C)c2ccccc12	-67	23	-5	1	5	0	2	-2	13
C=CCNCc1cccn1-c1sc2c(c1C#N)CCCC2	-6	2	-1	-1	1	71*	5	-2	20
Cc1ccc(C(=O)c2ccccc2C(=O)OCC(=O)NCCc2ccc(Cl)cc2Cl)cc1	27	10	-9	0	-2	10	-7	-1	6
CCOC(=O)c1cnc2nc[nH]n2c1=O	.	.	7	0	2	17	-4	7	6
CC(C)c1ccc(NC(=S)NCc2cccs2)cc1	-1	-1	-4	1	1	-22	-1	4	9
COCCCn1c(C)csc1=Nc1cccnc1	-6	0	5	-1	0	-24	-25	0	3
O=C(OCc1ccc(Br)cc1)c1cccc(-c2nnc(-c3ccccc3)o2)c1	-16	-16	3	0	-1	4	-5	2	10
Cc1cc(C)nc(SCc2cn3c(C)cc(C)nc3n2)n1	-14	7	9	2	-1	3	1	2	0
O=C(Nc1nc2ccsc2c(=O)s1)C1CCC1	-11	22	4	-1	2	7	2	0	13
Cc1cccc(NC(=O)C(=O)NCC2CCCO2)c1 (stereo not drawn)	-4	5	10	8.8*	0	-6	0	2	4
c1cc(-n2nnc3cnccc32)ccn1	.	.	11	-5	3	-1	4	-15	5
O=C(O)c1cccc(S(=O)(=O)N2CCOCC2)c1	1	-6	-6	5	-7	56	5	-5[fluorescence artefact?]	8
O=C(CSc1ccc(Cl)cc1)Nc1cccc(NC(=O)c2ccco2)c1	-6	-7	-1	-3	3	2	-6	-7	18
COCc1nnc(NC(=O)c2cc(OC)c(OC)cc2[N+](=O)[O-])s1	-9	12	-3	1	-5	6	-2	4	-1
CCCc1nnc(SCC(=O)O)n1CC	-3	4	-2	-2	-3	-3	-3	1	3
NC(=O)Nc1ccc(C(=O)OCC(=O)Nc2ccc([N+](=O)[O-])cc2C(F)(F)F)cc1	-13	3	3	0	-3	-1[fluorescence artefact?]	-16	1[fluorescence artefact?]	4
Cn1cc(C(=O)c2cccc(Cl)c2)cc1/C=N\O	-20	2	7	-4	1	-1	5	2	7
Cc1ccc(C(=O)Nc2cccc([N+](=O)[O-])c2)cc1S(=O)(=O)Nc1ccc(NC(=O)c2ccccc2)cc1	-9	0	10	-1	4	-20[fluorescence artefact?]	-21	1	15
O=C(Nc1ccc(F)cc1)N1CCc2ccccc2C1	-3	5	6	-2	-3	-8	16	-2	0
CCN(CCCNC(=O)c1[nH]c(C)c(C(C)=O)c1C)c1cccc(C)c1	-4	-8	-9	-3	1	-1	-2	-5	15
Fc1ccccc1NC(=S)Nc1ccc(Br)cc1	-16	2	10	-3	-4	-3	-8	0[fluorescence artefact?]	2
CC(=O)Nc1ccc(NC(=O)c2sc3nc4n(c(=O)c3c2C)CCCCC4)cc1	3	0	2	-2	-7	20	-3	-3	6
CC(C)(C)OC(=O)NCCCC[C@H](NC(=O)c1[nH]cnc1C(=O)Nc1ccccc1)C(=O)OC(C)(C)C	-11	-7	.	.	1	-13	1	4	6
CSCC(=O)N1CCCC(CNC(=O)c2ccccc2Cl)C1 (stereo not drawn)	0	2	5	-3	-1	-9	-3	-3	7
Cc1ccc(S(=O)(=O)NCCNC(=O)N2CCOCC2)cc1	.	-5	-5	-2	-7	0[fluorescence artefact?]	-3	-13	2
Cc1cc2nc(CO)[nH]c2cc1C	.	.	5	-1	2	1	4	-9	5
COc1ccc(-n2c(=O)c3ccccc3n(CC(=O)NCc3ccco3)c2=O)cc1	0	1	7	6	-1	-8	1	1	6
O=C(CN(Cc1ccccc1)S(=O)(=O)c1ccc(Br)cc1)N/N=C/c1ccccc1C(=O)O	-14	13	3	-2	5	12	-4	1	7
CN(C)/N=C/c1cc(Cl)cc([N+](=O)[O-])c1O	7	7	3	-4	3	1[fluorescence artefact?]	-17	12[fluorescence artefact?]	7
c1ccc(-c2nc(N3CCOCC3)c3ccccc3n2)nc1	3	-1	4	0	-2	15	-35	2	3
COc1ccc(CN(C(=O)Cc2cccs2)C(C(=O)NC2CCCC2)c2ccncc2)cc1 (stereo not drawn)	-7	4	3	-5	3	-16	4	-1	12
CCOP(=O)(OCC)C(Nc1ccccn1)c1ccccc1 (stereo not drawn)	-17	-4	1	-1	7	3	-4	-2	8
Cc1nc2c(=O)oc3ccccc3c2n1-c1ccccc1	-9	-2	2	0	7	8	-6	-8	-3
CCCCC1(C)Nc2ccccc2-c2nc3ccccc3n21 (stereo not drawn)	-8	-11	-2	3	-25	-2	-120	-1	-17
Cc1cc(C(=O)CSc2nc(N)cc(=O)[nH]2)c(C)n1-c1ccc(OC(F)F)cc1	-12	-11	4	2	0	-15	3	0	1
CCOc1ccc(CNC(=O)c2ccc(Sc3ccc(C)cc3)c(NC(C)=O)c2)cc1OC	-6	-10	-2	-1	-10	-16	-4	4	8
CCCn1cc(SCC(=O)NCc2ccc3c(c2)OCO3)c2ccccc21	-10	4	-9	0	-9	3	-20	1	-4
COC(=O)CCCC1=CC2=C(c3ccccc3)C(=O)C(C)(OC(=O)C3CCCC3)C(=O)C2=CN1c1ccc(OC)cc1 (stereo not drawn)	13	4	.	.	1	-8	0	4	6
Cc1nn2c(c1-c1ccccc1)NC1=C(C(=O)CCC1)C2c1ccccc1 (stereo not drawn)	-3	-7	0	-1	-17	6	-90	-3	-18
O=C(N/N=C/c1cccc(Cl)c1)C(c1ccncc1)N1CCOCC1 (stereo not drawn)	-11	.	8	-2	2	4	-2	6	16
COc1ccc(CCN(C)CC(=O)Nc2cc(C)nc3ccccc23)cc1OC	.	-5	-1	1	-1	43	3	-16	7

An excerpt from the list above:
SMILES	Mdm2 ligase inh	Rad51 HR inh	p97 ATPase inh	Wee1 degr inh	FXIa inh	14-3-3 Bad PPI	hK5 inh	eIF4E 4G PPI	FXIIa inh
COc1ccc(CN(C(=O)Cc2cccs2)C(C(=O)NC2CCCC2)c2ccncc2)cc1 (stereo not drawn)	-7	4	3	-5	3	-16	4	-1	12
CCOP(=O)(OCC)C(Nc1ccccn1)c1ccccc1 (stereo not drawn)	-17	-4	1	-1	7	3	-4	-2	8
Cc1nc2c(=O)oc3ccccc3c2n1-c1ccccc1	-9	-2	2	0	7	8	-6	-8	-3
